Screens from PubChem.
ABCB6 inh 2: blocks the human ABCB6 transporter; Q9NP58; K562-ABCB6 porphyrin accumulation, flow cytometry, 1 h; stronger effect = lower value; fluorescence ratio to DMSO, % at 10 µM; actives 0.19% (n = 360,000); AID 602162;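 active means fluorescence ratio to DMSO below 75%, the collection mean minus 3 SD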;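 further: signal is porphyrin accumulated inside mitochondria; 100% equals median channel fluorescence of DMSO control wells; lower ratio means ABCB6 inhibition with less porphyrin fluorescence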
TLR9-MyD88 inh: TLR9-MyD88 interaction inhibition; Q9NR96+Q99836; CHO BLA complementation TLR9-MyD88, CCF4 FRET ratio; inhibition, % at 4.98 µM; actives 0.21% (n = 340,000);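 active means inhibition above the mean over all tested compounds plus 3 SD, cut at about 21% in these data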;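 further: 0% = DMSO only wells and 100% = clavulanate BLA inhibitor control wells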
aDG glyco act: increases alpha dystroglycan glycosylation | Pro5-aDG cells, alpha-DG glycosylation AlphaScreen (IIH6); 0% Pro5, 100% B10-LARGE cell signal | activation, % at 10 µM | actives 0.22% (n = 360,000);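 active means activation of at least 8% versus controls, or a plate z-score of at least 8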;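 further: Pro5 are CHO cells carrying HIG-tagged alpha-DG that lacks glycosylation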
Vif inh: HIV Vif inhibition; HEK293T cells, Vif self-association by quenched fluorescence, imaging, 24 h; inhibition, % at 7.49 µM; actives 0.35% (n = 340,000); AID 602346; in the data active means inhibition above about 50%, passing the limit was not always enough; further: some results filed as inactive read as strong as hits
N-glyco inh: blocks N-linked glycosylation in D54 reporter cells; reporter increase, % at 12.5 µM; AID 588692; actives 0.23% (n = 360,000); D54 ERlucT glycosylation luciferase reporter, 24 h; percent of 100 nM tunicamycin response;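 active means mean luciferase reporter signal, scaled so untreated is 0 and the glycosylation-blocking control 100, at or above a set limit in every replicate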;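 further: luciferase carries N-glycosylation sites so blocking glycosylation raises the light; 0% = median of neutral control wells and 100% = median of 100 nM tunicamycin wells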
MC4R ag barr: human MC4R agonism via beta-arrestin. U2OS MC4R beta-arrestin complementation, luminescence; percent of melanotan II response, DMSO zero. actives 0.98% (n = 360,000). P32245. activation, % at 8.9 µM;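 active means activation above a per-plate cutoff, the mean activation of sample wells on that plate plus 3 SD, cut at about 8% in these data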
Target sequence (P32245 whole entry, looked up): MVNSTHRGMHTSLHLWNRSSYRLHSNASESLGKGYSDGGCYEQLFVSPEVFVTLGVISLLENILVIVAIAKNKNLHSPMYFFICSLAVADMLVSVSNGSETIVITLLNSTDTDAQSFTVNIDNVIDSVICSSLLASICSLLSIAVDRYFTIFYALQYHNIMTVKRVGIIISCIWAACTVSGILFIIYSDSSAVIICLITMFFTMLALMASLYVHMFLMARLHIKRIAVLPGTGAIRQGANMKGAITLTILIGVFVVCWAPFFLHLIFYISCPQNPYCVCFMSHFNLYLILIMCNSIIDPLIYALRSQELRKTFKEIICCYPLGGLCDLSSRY
NOD2-RIPK2 inh: inhibitors of human NOD2-RIPK2 interaction | O43353 | CHO BLA complementation NOD2-RIPK2, CCF4 ratio | inhibition, % at 4.98 µM | actives 0.38% (n = 360,000) | AID 624267; in the data active means inhibition above about 21%;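 further: 0% = vehicle only and 100% = reference blocker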
Target sequence (O43353 whole entry, looked up): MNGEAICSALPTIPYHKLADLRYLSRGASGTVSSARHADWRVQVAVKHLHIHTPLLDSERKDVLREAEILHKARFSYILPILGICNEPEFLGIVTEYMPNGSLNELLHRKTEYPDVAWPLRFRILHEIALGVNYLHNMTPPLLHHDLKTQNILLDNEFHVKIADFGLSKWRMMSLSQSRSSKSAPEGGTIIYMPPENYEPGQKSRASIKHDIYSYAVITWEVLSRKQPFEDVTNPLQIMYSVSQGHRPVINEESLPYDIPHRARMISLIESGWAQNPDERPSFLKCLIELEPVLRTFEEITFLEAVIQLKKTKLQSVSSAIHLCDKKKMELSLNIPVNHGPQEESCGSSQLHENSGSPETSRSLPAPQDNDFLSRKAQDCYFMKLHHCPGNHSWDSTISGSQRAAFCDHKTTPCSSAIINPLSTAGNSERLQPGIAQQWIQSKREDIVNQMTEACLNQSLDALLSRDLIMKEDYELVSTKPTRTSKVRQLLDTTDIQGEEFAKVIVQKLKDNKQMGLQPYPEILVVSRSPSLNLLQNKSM
Exocytosis inh: lytic granule exocytosis inhibition; inhibition, % at 10 µM; TALL-104 LAMP-1 surface exposure, flow cytometry; cells stimulated with thapsigargin and PMA; actives 0.66% (n = 360,000); AID 651702;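 active means inhibition above about 55%, limit read from the data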
ABHD5-PLIN5 inh: blocks binding of human ABHD5 to perilipin-5. Q00G26+Q8WTS1. Split G. princeps luciferase complementation, luminescence, 4 h. inhibition, % at 4 µM. actives 0.78% (n = 360,000). AID 602281;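 active means inhibition above the mean inhibition across every tested compound plus 3 SD, cut at about 22% in these data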;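 further: 0% = DMSO only wells and the 100% control is not disclosed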
MC4R antag cAMP: human MC4R antagonism in cAMP assay. P32245. MC4R-expressing cells, MTII-stimulated cAMP, LANCE TR-FRET. inhibition, % at 6.5 µM. actives 0.48% (n = 360,000). AID 540295;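 active means inhibition above its plate's cutoff, the mean of tested wells on that plate plus 3 SD, cut at about 29% in these data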;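 further: 0% = Melanotan II alone and 100% = Melanotan II plus saturating MCL0020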
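system = U2OS cells with stable human MC4R expression | also added = Melanotan II challenge after compound preincubation | dosing = one concentration, 6.5 µM nominal | incubation = compound 30 min, challenge 1 h, detection 1 h | measured by = TR-FRET with Eu-cAMP and labeled anti-cAMP, 671 nm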
Active calls of the source: *; . = no result given. The list is partial; count on the stated rates, not on these rows.

Start of the listing, in advance:
SMILES	ABCB6 inh 2	TLR9-MyD88 inh	aDG glyco act	Vif inh	N-glyco inh	MC4R ag barr	NOD2-RIPK2 inh	Exocytosis inh	ABHD5-PLIN5 inh	MC4R antag cAMP
CCn1c(O)c2ccc(C(=O)N=NC(=O)c3cccnc3)cc2c1O	106	-29	0.0	0	2	-2.2	-1	0	3	-4
CCCCN(CCCC)c1nc2ccccc2nc1C(C#N)C(=O)NCCCOC (configuration not stated)	130	40*	-0.4	23	4	0.8	-8	4	1	8

The list itself (from the top)
SMILES	ABCB6 inh 2	TLR9-MyD88 inh	aDG glyco act	Vif inh	N-glyco inh	MC4R ag barr	NOD2-RIPK2 inh	Exocytosis inh	ABHD5-PLIN5 inh	MC4R antag cAMP
CCn1c(O)c2ccc(C(=O)N=NC(=O)c3cccnc3)cc2c1O	106	-29	0.0	0	2	-2.2	-1	0	3	-4
CCCCN(CCCC)c1nc2ccccc2nc1C(C#N)C(=O)NCCCOC (configuration not stated)	130	40*	-0.4	23	4	0.8	-8	4	1	8
N#C/C(=C\c1ccc(OCc2ccc(C(=O)O)cc2)cc1)C(=O)N1CCOCC1	88	3	-0.3	2	-11	-2.5	-6	19	1	4
Cn1c(C(=O)NC2CC2)cc(=O)n(C)c1=O	102	-2	0.1	-1	2	0.4	-1	-5	3	22
CCN1C/C(=N\S(=O)(=O)/N=C2\CN(CC)C(=O)N2CC)N(CC)C1=O	98	1	-0.1	-1	2	-1.2	-1	-5	-2	5
O=C(CN1CCOc2ccccc21)NCc1ccc(F)cc1	100	-4	0.2	-2	1	-1.1	9	0	0	-3
N#C/C=C/N1CCN(Cc2ccc3c(c2)OCO3)CC1	98	-2	-0.2	3	0	-1.2	-20	-7	-6	3
Cc1ccc(C(=O)NN2CCOCC2)cc1	90	-11	0.2	-7	0	0.0	4	0	-2	7
COc1ccc(OC)c(NC(=O)CCNS(=O)(=O)c2ccc3c(c2)CC(C)N3C(C)=O)c1 (configuration not stated)	100	-2	0.1	12	0	0.2	-6	2	-8	4
Cc1ccc(NC(=O)C2CSC3(C)CCC(=O)N23)cc1S(=O)(=O)N1CCOCC1 (configuration not stated)	94	-2	-0.1	-5	0	-2.8	-4	11	-6	7
CN(C)c1cccc(C(=O)OCC(=O)Nc2nccs2)c1	99	-3	-0.4	0	0	0.1	-13	6	6	13
Cc1nc(SCC(=O)N2CCOCC2)c2c(C)c(C)sc2n1	101	13	0.2	1	-2	-0.5	-7	9	-6	-7
Cc1ccc(C(=O)NC(=S)Nc2ccc3[nH]c(=O)[nH]c3c2)c(C)c1	97	-6	0.3	-22	1	-0.2	-3	-6	-8	9
CCOC(=O)C1=CC[C@@H](c2cccc(Br)c2)N(S(=O)(=O)c2ccc(F)cc2)[C@H]1c1cccc(Cl)c1	.	.	0.1	.	.	.	-2	-2	-8	.
O=S(=O)(Nc1ccc(-c2ccc3nncn3n2)cc1)c1cccc(F)c1	101	1	-0.1	13	0	-4.9	7	1	-2	10
Cc1ccccc1C(OCCN(C)C)C1CCCCC1 (configuration not stated)	104	-3	0.0	4	-2	2.0	-3	-8	5	7
O=c1[nH]c2cccnc2n1Cc1ccco1	103	-4	-0.1	23	1	-0.7	-8	-2	5	1
Cn1nnc2cc(C(=O)Nc3cccnc3)ccc21	99	-6	0.0	2	1	0.2	-3	0	0	6
Cc1ccc(-n2nnnc2SCC(=O)Nc2nc(-c3ccc(F)cc3)cs2)cc1C	93	-3	-0.1	1	0	24*	-8	0	3	3
c1ccc(-c2cnnc(-c3ccccn3)n2)cc1	90	5	-0.2	1	-2	-1.4	-10	1	11	2
O=C(N/N=C/c1ccc2c(c1)OCO2)c1sc2cccc(Cl)c2c1Cl	96	1	-0.5	-1	3	8.3*	-2	-8	12	3
CSc1sc(C(=O)NNC(=O)c2ccc(Cl)cc2)c2c1C=CCC2	96	0	0.0	-3	2	0.5	7	-4	1	5
COCCn1nnnc1C(C(C)C)N1CCSCC1 (configuration not stated)	99	13	-0.1	7	2	-2.6	-3	-4	-1	17
COc1ccc(CC(=O)NC(CC(=O)O)c2ccc(OC)cc2)cc1 (configuration not stated)	100	0	0.2	5	0	0.3	1	1	4	12
COc1cccc(C(=O)Nc2ccccc2C(=O)NC2CC2)c1	107	-10	-0.2	-7	0	1.0	-8	-1	-1	-2
Cc1cccc(N(C(=O)CCC(=O)Nc2cccnc2)C(C(=O)NC2CCCC2)c2ccncc2)c1 (configuration not stated)	96	-10	0.1	-7	2	-1.4	-5	-1	2	1
CC1=C(/C=C/C(C)=N\NC(=O)c2ccncc2)C(C)(C)CCC1	98	10	0.0	-2	0	-0.7	-4	-1	1	-7
COc1cc(CN(CCN(C)C)Cc2ccccc2)ccc1OCc1ccccc1	98	-21	0.5	2	-2	1.8	3	52	3	-5
CN(CCOc1ccc(Cl)cc1)C(=O)c1cccc(S(=O)(=O)N2CCN(Cc3ccccc3)CC2)c1	99	-12	2.9	-4	-4	0.0	1	26	7	12
Cc1ccc(C2(c3ccccc3)NC(=O)N(CC(=O)NC3(C#N)CCCC3)C2=O)cc1C (configuration not stated)	100	2	0.2	4	-1	-0.4	3	6	-3	16
Cc1cccc(S(=O)(=O)N(C)C[C@@H]2OCc3cnnn3CCCC(=O)N([C@H](C)CO)C[C@@H]2C)c1	98	-11	0.0	-2	2	0.2	-3	-2	10	4
O=C1C2CCCN2C(=O)N1CCN1CCN(c2cccc(C(F)(F)F)c2)CC1 (configuration not stated)	97	0	-0.1	3	0	1.6	3	0	-4	14
COc1cccc(CNCc2ccccc2Br)c1OC	102	-4	0.2	-1	-1	-0.6	-4	-4	4	1
CCc1ccc2nc(SCC(=O)NCC3CCCO3)c(C#N)cc2c1 (configuration not stated)	101	-6	0.7	-2	4	-0.7	-6	-4	-4	2
Cc1noc(C)c1-c1ccc(C(=O)NCCc2ccccc2)c2occc12	95	.	-0.3	2	19	-0.1	0	5	-6	-5
Cc1cc(C)n2ncc(C(=O)NC3CCCCC3)c2n1	93	4	-0.1	-2	-1	-3.2	-3	0	1	21
CCN1C(=O)N(CC)C(O)(c2ccccc2)C1(O)c1ccccc1 (configuration not stated)	96	6	0.0	10	-2	1.5	-4	-1	10	5
O=C(O)CCCC(=O)Nc1ccc(Cl)cc1	95	9	0.8	-7	0	0.4	-8	0	11	-7
CCc1ccc(OCC(=O)O/N=C(\N)c2ccncc2)c(Br)c1	93	-3	-0.3	-1	-3	-3.0	-8	16	-4	-4
Cc1ccc(N2C(=O)c3sc4nnc(C)c(=O)n4c3C2=O)cc1	104	-2	-0.3	-3	-1	0.2	3	-1	-1	6
CC1CC(C)CN(c2nc3c(c(=O)n(C)c(=O)n3C)n2C)C1 (configuration not stated)	97	2	0.4	.	2	0.3	-14	-8	-1	3
COC(=O)c1sccc1NC(=O)Nc1ccc(C(C)=O)cc1	94	8	-0.1	3	1	-3.8	-7	2	2	2
CC1CN(CC(=O)Nc2ccc(S(N)(=O)=O)cc2)CC(C)O1 (configuration not stated)	98	2	0.0	4	0	-1.8	-7	-6	-1	3
CCOC(=O)c1cccc(Nc2nc(C)cc(C)n2)c1	96	-4	0.1	-7	-1	6.7	8	0	-4	5
CN(c1ccccc1)S(=O)(=O)c1cccc(NC(=O)CSc2ncc(C(F)(F)F)cc2Cl)c1	93	3	0.4	17	-2	1.8	-7	3	1	-8
Nc1nc(N)nc(-c2cc([N+](=O)[O-])ccc2O)n1	95	1	-0.3	-1	5	-2.5	2	3	-3	6
CCOC(=O)C1CCCN(C(=O)c2ccc(SC(F)(F)F)cc2)CC1 (configuration not stated)	91	.	-0.2	-8	-1	1.9	-13	-24	3	1
Cc1ccc2nc(NC(=O)COC(=O)c3ccc(Br)o3)sc2c1	95	-6	0.0	-17	-1	2.4	-5	0	-5	15
OCCNC(=S)Nc1ccc(Cl)c(Cl)c1	101	7	0.2	-4	-1	-2.5	0	0	4	7
O=C(COC(=O)c1ccccc1F)NC1CCCC1	100	6	-0.1	-5	2	-2.2	-4	-1	-2	1
Cn1nccc1NC(=O)COCC(=O)O	96	2	-0.1	-17	0	-1.8	10	0	-5	-1
CCOC(=O)c1sc(N)c(C#N)c1CSc1nnc(C2CCCCC2)n1N	87	0	0.0	0	9	-1.3	-17	-1	-15	-13
COc1ccc(-c2cc(C(=O)NC(C(=O)O)C(C)C)c(C)o2)cc1OC (configuration not stated)	99	-15	-0.1	.	.	-0.9	8	4	11	5
COc1cc(Br)c(CC(=O)NC2CC2)cc1OC	94	-5	0.1	-5	2	-0.9	4	4	2	-4
COc1ccccc1CNc1nc(Nc2ccccc2-n2cccn2)c2sccc2n1	96	.	2.3	.	-3	8.2	0	20	-6	12
O=C(CCNS(=O)(=O)c1ccc(Cl)cc1)N1CCN(c2ccccn2)CC1	95	0	0.1	11	0	-0.5	-2	-4	-4	7
O=C(CCc1nc(-c2cccs2)no1)Nc1cnc2ccccc2c1	103	-20	-0.1	9	-1	-3.5	2	1	1	6
COc1ccc2c(c1)OC[C@H]1[C@H]2N2C(=O)c3ccc(C)cc3NC(=O)[C@@]2(C)[C@H]1c1ccccc1	102	-12	0.1	2	48*	-0.6	5	-5	-14	6
O=C(CCc1nnc(Cc2cccc(C(F)(F)F)c2)o1)NCC(F)(F)F	96	1	0.2	8	-1	-2.3	-9	0	3	11
Cc1ccc(S(=O)(=O)CC(c2ccccc2)N2CCOCC2)cc1 (configuration not stated)	92	-1	-0.1	-4	3	2.0	-12	0	0	-5
(cont.)
SMILES	ABCB6 inh 2	TLR9-MyD88 inh	aDG glyco act	Vif inh	N-glyco inh	MC4R ag barr	NOD2-RIPK2 inh	Exocytosis inh	ABHD5-PLIN5 inh	MC4R antag cAMP
COc1ccc(Cc2nnc(NC(=O)c3ccc(OC(C)=O)cc3)s2)cc1OC	95	-2	0.1	-2	1	-0.6	7	-4	-5	-9
CCCc1nc2ccc(Br)cn2c1Cc1ccccc1	101	.	0.1	.	0	.	-15	-6	0	.
O=C(O)CCC(=O)N1N=C(c2ccco2)CC1c1ccco1 (configuration not stated)	100	-6	-0.2	-5	1	0.3	-2	0	9	-2
CN(CC(=O)Nc1ccccc1Cl)C(=O)c1ccc(N2C(=O)CCC2=O)cc1	97	4	0.2	-12	0	-3.0	-2	-7	-5	-3
O=C(Nc1cccc2c1CCCC2)c1ccco1	108	-6	-0.2	-2	1	-1.0	-5	2	3	16
CCc1ccc[n+](-c2[nH]c(=O)sc2/C=N/N=C(\[O-])c2cccnc2)c1	96	-1	0.3	4	2	-1.6	-10	-6	-15	-15
COCCNC(=O)C1(C)CCCN(C(=O)c2ccc3c(c2)CCO3)C1 (configuration not stated)	96	.	-0.3	6	1	-0.8	5	1	5	-1
CCCCN(C(=O)c1ccc2c(c1)OCO2)c1c(N)n(CC(C)C)c(=O)[nH]c1=O	97	-4	-0.2	7	3	-1.1	2	-2	0	17
Cc1cccc(-n2nnc3c(=O)n(CC(=O)Nc4cc(C)on4)cnc32)c1	96	3	-0.2	5	3	-2.9	5	21	4	20
